High-throughput results: PubChem BioAssay, Broad Institute
U2OS ROS induce – cancer cell ROS induction | U2OS ROS induction, H2DCF-DA fluorescence | ROS induction (% of piperlongumine), % at 10 µM | 46,000 compounds, 2% hits | AID 624156; in the data active = ROS induction above about 79%, passing the limit was not always enough; inconclusive = no clear call, values can overlap the other calls;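 also: 0% = DMSO vehicle median and 100% = reference compound median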
Starred values were filed as active, the others as inactive; ? = inconclusive.

SMILES	U2OS ROS induce
O=C(c1ccc(F)cc1)N1CCCCC(Sc2nnc3sc4ccccc4n23)C1=O (stereo unspecified)	-16
COc1ccc(OC)c(NC(=O)COc2ccc3c(-c4ccccc4)cc(=O)oc3c2)c1	-11
C[C@@H]1CN([C@@H](C)CO)C(=O)c2cccc(NS(C)(=O)=O)c2O[C@@H]1CN(C)S(=O)(=O)c1ccc(F)cc1	-12
c1cncc(-c2nn3c(C4COc5ccccc5O4)nnc3s2)c1 (stereo unspecified)	5
C[C@H]1CN([C@@H](C)CO)C(=O)c2cc(NC(=O)Nc3ccc4c(c3)OCO4)ccc2O[C@@H]1CN(C)Cc1ccc(-c2ccccc2)cc1	68
C=C1C(=O)O[C@@H]2/C=C(/C)CC/C=C(/C=O)C[C@@H](OC(=O)CC(C)C)C12 (stereo partly specified)	?
Cc1ccc(C)c(NC(=O)C(C)n2nc(C)c([N+](=O)[O-])c2C)c1 (stereo unspecified)	-2
O=C(CN1C(=O)C2C3C=CC(C4CC34)C2C1=O)Nc1ccc(Oc2ccccc2)cc1 (stereo unspecified)	-1
CNC[C@@H]1Oc2ccc(NC(=O)CCCN(C)C)cc2C(=O)N([C@@H](C)CO)C[C@@H]1C	-5
C[C@@H]1CN([C@H](C)CO)C(=O)Cc2cc(NS(=O)(=O)c3ccc(F)cc3)ccc2O[C@@H]1CN(C)CC1CC1	18
COc1ccccc1/C=C1\SC(=O)N(CC(=O)N2CCOCC2)C1=O	-6
C[C@@H]1CN([C@H](C)CO)C(=O)c2cccc(NC(=O)NC3CCCCC3)c2O[C@H]1CN(C)Cc1ccc(-c2ccccc2)cc1	29
C[C@H]1CN([C@@H](C)CO)C(=O)c2cc(NC(=O)Nc3cccc4ccccc34)ccc2O[C@H]1CN(C)S(=O)(=O)c1ccc(F)cc1	6
COc1ccc(NC(=O)N(C)C[C@H]2Oc3c(NS(=O)(=O)c4cccs4)cccc3C(=O)N([C@H](C)CO)C[C@@H]2C)cc1	-1
O=C(NO)c1cccc(C(=O)N/N=C/c2cc3ccccc3n2S(=O)(=O)c2ccccc2)c1	-10
C[C@H](CO)N1C[C@H](C)[C@H](CN(C)S(=O)(=O)c2cccs2)Oc2ccc(NS(=O)(=O)c3cccs3)cc2C1=O	-6
C[C@@H]1CN([C@@H](C)CO)C(=O)c2cccc(NC(=O)Nc3ccc4c(c3)OCO4)c2O[C@H]1CN(C)S(=O)(=O)c1cn(C)cn1	-3
O=C(O)C1Cc2ccccc2C1	18
C[C@@H]1CN([C@@H](C)CO)C(=O)c2cccc(NC(=O)NC3CCCCC3)c2O[C@H]1CN(C)S(C)(=O)=O	-5
CNC[C@H]1Oc2c(NS(=O)(=O)c3cn(C)cn3)cccc2C(=O)N([C@@H](C)CO)C[C@@H]1C	-3
COc1c(CO)c(O)cc2c1C(=O)c1ccccc1C2=O	-4
C[C@@H]1CN([C@@H](C)CO)C(=O)c2cccc(NS(=O)(=O)c3cn(C)cn3)c2O[C@H]1CN(C)Cc1ccc2c(c1)OCO2	86*
C[C@@H]1CN([C@H](C)CO)C(=O)c2cccc(NC(=O)Nc3ccccc3)c2O[C@@H]1CN(C)S(=O)(=O)c1ccc(F)cc1	2
CCc1ccc(Oc2c(C(F)(F)F)oc3c(CN4CCCCC4)c(O)ccc3c2=O)cc1	-2
CC(C)NC(=O)Nc1ccc2c(c1)C(=O)N([C@H](C)CO)C[C@@H](C)[C@@H](CN(C)S(=O)(=O)c1ccc(F)cc1)O2	32

Next compounds follow.
SMILES	U2OS ROS induce
CC1SC2(CCCCC2)N(c2ccc(Cl)cc2)C1=O (stereo unspecified)	-6
COc1cccc2c1C(c1ccc3c(c1O)C(=O)CC(C)C3O)OC2=O (stereo unspecified)	-15
C[C@H]1CN([C@@H](C)CO)C(=O)c2cc(NS(=O)(=O)c3ccc(Cl)cc3)ccc2O[C@H]1CN(C)S(=O)(=O)c1ccccc1	2
C[C@@H]1CN([C@H](C)CO)C(=O)Cc2cc(N(C)C)ccc2O[C@H]1CN(C)C(=O)Nc1ccccc1	10
C[C@@H]1CN([C@@H](C)CO)C(=O)c2cc(NC(=O)Cc3ccccc3)ccc2O[C@@H]1CN(C)S(=O)(=O)c1cccs1	20
COc1ccc(NC(=O)Cn2c([N+](=O)[O-])cnc2C)c(OC)c1	-1
C[C@H]1CN([C@@H](C)CO)C(=O)c2cccc(N(C)C)c2O[C@H]1CN(C)Cc1ccc(C(F)(F)F)cc1	-7
COc1c(Cl)cc(C(=O)Nc2sc3c(c2C(=O)NCc2ccco2)CCC3)cc1Cl	-41
COc1ccc(NC(=O)CCCN2C(=O)c3ccccc3C2=O)c(OC)c1	-15
O=C(N/N=C\c1ccc2ccccc2c1O)c1ccccc1O	8
CC1(C)Cc2c(C#N)c(NCC3CCCO3)nc(-c3ccccc3)c2CO1 (stereo unspecified)	29
C=CCNC(=O)c1ccc2c(c1)N(Cc1ccccc1)C(=O)CS2	-13
Cc1ccc(/C(=C\CN2CCCC2)c2ccccn2)cc1	2
O=C(CN1CCOCC1)Nc1ccc(NC(=O)CN2CCOCC2)c(Cl)c1	-11
COc1ccc(/C=C2/Oc3ccccc3N(CC(=O)O)C2=O)cc1	7
Cn1c(CN2CCOCC2)c(C#N)c2ccccc21	-2
CC(=O)Nc1cc(C(=O)N2CCc3ccccc3C2)ccc1Sc1ccc(Cl)cc1	-1
COc1ccc(CC(CC(=O)O)C(=O)Nc2ccccc2)cc1 (stereo unspecified)	20
C[C@H](CO)N1C[C@H](C)[C@@H](CN(C)Cc2ccc(-c3ccccc3)cc2)Oc2c(NC(=O)Nc3ccc(C(F)(F)F)cc3)cccc2C1=O	4
S=C1NCN(C(Cc2ccccc2)c2ccccc2)CN1 (stereo unspecified)	-2
COC(=O)Cn1c(Cl)nc2c1c(=O)n(C)c(=O)n2C	-2
C[C@H](CO)N1C[C@H](C)[C@H](CN(C)S(=O)(=O)c2ccc(Cl)cc2)Oc2ccc(NC(=O)Cn3cnnn3)cc2C1=O	2
O=C(c1c(O)c2ccc(Cl)cc2[nH]c1=O)C1CC1	-6
C[C@@H]1CCCCO[C@@H](CN(C)C(=O)NC2CCCCC2)[C@@H](C)CN([C@H](C)CO)C(=O)c2cc(NC(=O)Nc3ccccc3)ccc2O1	10
FC(F)(F)c1cccc(NC(=S)N2CCCC2)c1	?

Ordered by length of the SMILES (low to high): some entries from above.
SMILES	U2OS ROS induce
FC(F)(F)c1cccc(NC(=S)N2CCCC2)c1	?
S=C1NCN(C(Cc2ccccc2)c2ccccc2)CN1 (stereo unspecified)	-2
COC(=O)Cn1c(Cl)nc2c1c(=O)n(C)c(=O)n2C	-2
c1cncc(-c2nn3c(C4COc5ccccc5O4)nnc3s2)c1 (stereo unspecified)	5
COc1ccccc1/C=C1\SC(=O)N(CC(=O)N2CCOCC2)C1=O	-6
COc1ccc(NC(=O)CCCN2C(=O)c3ccccc3C2=O)c(OC)c1	-15
CNC[C@@H]1Oc2ccc(NC(=O)CCCN(C)C)cc2C(=O)N([C@@H](C)CO)C[C@@H]1C	-5
C[C@H](CO)N1C[C@H](C)[C@H](CN(C)S(=O)(=O)c2ccc(Cl)cc2)Oc2ccc(NC(=O)Cn3cnnn3)cc2C1=O	2
COc1ccc(NC(=O)N(C)C[C@H]2Oc3c(NS(=O)(=O)c4cccs4)cccc3C(=O)N([C@H](C)CO)C[C@@H]2C)cc1	-1
C[C@H]1CN([C@@H](C)CO)C(=O)c2cc(NC(=O)Nc3cccc4ccccc34)ccc2O[C@H]1CN(C)S(=O)(=O)c1ccc(F)cc1	6
C[C@@H]1CN([C@@H](C)CO)C(=O)c2cccc(NC(=O)Nc3ccc4c(c3)OCO4)c2O[C@H]1CN(C)S(=O)(=O)c1cn(C)cn1	-3
C[C@H]1CN([C@@H](C)CO)C(=O)c2cc(NC(=O)Nc3ccc4c(c3)OCO4)ccc2O[C@@H]1CN(C)Cc1ccc(-c2ccccc2)cc1	68
C[C@@H]1CCCCO[C@@H](CN(C)C(=O)NC2CCCCC2)[C@@H](C)CN([C@H](C)CO)C(=O)c2cc(NC(=O)Nc3ccccc3)ccc2O1	10

The results go on:
SMILES	U2OS ROS induce
C[C@@H]1CN([C@@H](C)CO)C(=O)Cc2cc(NC(=O)NC3CCCCC3)ccc2O[C@@H]1CN(C)S(C)(=O)=O	-17
Cc1ccc(C(=O)Oc2cc(C)cc(OC(=O)c3ccc(C)cc3)c2)cc1	10
C[C@H](CO)N1C[C@H](C)[C@H](CN(C)Cc2ccc(Oc3ccccc3)cc2)Oc2c(NC(=O)Nc3cccc4ccccc34)cccc2C1=O	53
O=C(CCCCC(=O)N/N=C/c1ccccc1[N+](=O)[O-])NO	46
C[C@H]1CN([C@@H](C)CO)C(=O)Cc2cc(NS(=O)(=O)c3cn(C)cn3)ccc2O[C@@H]1CN(C)CC1CCCCC1	27
CC1CC(C)CN(S(=O)(=O)c2ccc(F)c(C(=O)NCc3ccccc3)c2)C1 (stereo unspecified)	9
C[C@H](CO)N1C[C@H](C)[C@H](CN(C)C(=O)C2CC2)OCc2cn(nn2)CCCC1=O	-7
C[C@@H]1CN([C@H](C)CO)C(=O)CCCn2nncc2CO[C@@H]1CN(C)C(=O)c1ccc2ccn(C)c2c1	-7
CC1=COC(O[C@@H]2O[C@H](CO)[C@@H](O)[C@H](O)[C@H]2O)C2C1CC(O)C2CO (stereo partly specified)	-3
Cc1ccc(OCC(=O)Nc2cc(-c3nc4cc(Cl)ccc4o3)ccc2C)c(C)c1	-6
CC(C)C(=O)Nc1ccccc1C(F)(F)F	-8
COC(=O)Nc1c(C)cc(C)cc1C	-9
Cc1c(C(=O)Cc2c(O)c3ccccc3oc2=O)sc2nc(C(F)(F)F)nn12	-6
CC(C)CCNC(=O)C1CCN(c2nc3ccccc3o2)CC1	-4
Cc1noc(C)c1S(=O)(=O)Nc1cccc2c1O[C@@H](CN(C)Cc1ccc(-c3ccccc3)cc1)[C@@H](C)CN([C@@H](C)CO)C2=O	-1
Cc1cc(Br)c(NC(=O)CSc2nnc(N)s2)cc1C	-2
COc1ccc(CN(C)C[C@H]2Oc3c(NS(=O)(=O)c4ccc(OC)cc4)cccc3C(=O)N([C@@H](C)CO)C[C@@H]2C)cc1	5
O=c1c2cn[nH]c2nc(SCc2ccc3c(c2)OCCO3)n1-c1ccccc1	13
O=C1O[C@@H](c2ccccc2)[C@@H](c2ccccc2)N2[C@@H](c3ccc(O)cc3)[C@]3(C(=O)Nc4ccccc43)[C@@H](C(=O)O)[C@H]12	9
Cc1nnc(SCC(=O)Nc2cc(C(F)(F)F)ccc2N2CCOCC2)o1	1
C[C@@H]1CCCCO[C@@H](CN(C)Cc2ccc(Cl)c(Cl)c2)[C@@H](C)CN([C@H](C)CO)C(=O)c2cc(NC(=O)CCCN(C)C)ccc2O1	14
COc1ccc(NC(=O)Nc2ccc3c(c2)CC(=O)N([C@H](C)CO)C[C@@H](C)[C@H](CN(C)Cc2ccc(Cl)c(Cl)c2)O3)cc1	21
C[C@@H]1CN([C@@H](C)CO)C(=O)c2cccc(NC(=O)NC3CCCCC3)c2O[C@H]1CN(C)C(=O)Nc1ccc2c(c1)OCO2	-5
C[C@@H]1CN([C@@H](C)CO)C(=O)Cc2cc(NC(=O)Nc3ccc(C(F)(F)F)cc3)ccc2O[C@@H]1CN(C)Cc1ccc(C(=O)Nc2ccccc2N)cc1	41
C[C@H]1CN([C@@H](C)CO)C(=O)c2cc(NS(=O)(=O)c3ccc(F)cc3)ccc2O[C@H]1CN(C)CC1CCCCC1	1

More structures.
SMILES	U2OS ROS induce
C[C@H](CO)N1C[C@H](C)[C@@H](CN(C)Cc2ccc(C(F)(F)F)cc2)Oc2ccc(NC(=O)NC3CCCCC3)cc2C1=O	35
CSc1sc(-c2[nH]ncc2Br)c2c1C(=O)CC(C)(C)C2	-3
O=C(NCCc1ccc(Cl)cc1)C12CC3CC(CC(C3)C1)C2	5
COc1ccc(N(CC(=O)Nc2ccc(Br)c(Cl)c2)S(C)(=O)=O)cc1Cl	0
CNC[C@H]1Oc2ccc(NS(=O)(=O)c3c(C)noc3C)cc2C(=O)N([C@H](C)CO)C[C@H]1C	0
COc1ccc(S(=O)(=O)Nc2ccc3c(c2)C(=O)N([C@@H](C)CO)C[C@H](C)[C@H](CN(C)Cc2ccc4c(c2)OCO4)O3)cc1	-2
O=C(C[n+]1ccc(/C=N/O)cc1)NC1CCCCC1	-9
CC(C)c1ccc(C2C(=O)C(=O)c3ccccc3C2=O)cc1 (stereo unspecified)	-8
CCN(CC)C(=O)c1sc(NC(=S)Nc2cnccn2)c(C(=O)OC)c1C	-17
C[C@@H]1CN([C@@H](C)CO)C(=O)c2cccc(NC(=O)NC3CCCCC3)c2O[C@@H]1CN(C)Cc1ccc2c(c1)OCO2	-6
CCC(Sc1nncn2c1cc1oc(C)cc12)C(=O)NCc1ccc(C)cc1 (stereo unspecified)	-7
COc1ccc(C2(C(=O)NCCc3ccccc3)CCCC2)cc1OC	0
Cn1c(Cc2nc(-c3cnccn3)no2)nnc1SCC(=O)Nc1ccc(Cl)cc1	-3
COc1ccccc1NC(=O)Cn1nc(-c2cccc([N+](=O)[O-])c2)c2ccccc2c1=O	-6
CC(C)NC(=O)N(C)C[C@@H]1Oc2ncc(C#CCN(C)C)cc2C(=O)N([C@H](C)CO)C[C@@H]1C	-7
C[C@@H]1CN([C@H](C)CO)C(=O)c2cccc(NS(=O)(=O)c3ccc(F)cc3)c2O[C@@H]1CN(C)C(=O)Nc1ccccc1	-11
CN1C(C(=O)c2ccccc2)C(=O)c2ccccc2S1(=O)=O (stereo unspecified)	13
Cc1ccc(S(=O)(=O)N(C)C[C@H]2Oc3ccc(NS(=O)(=O)c4ccc(Cl)cc4)cc3C(=O)N([C@@H](C)CO)C[C@@H]2C)cc1	28
O=C(O)CC(NC(=O)C(c1ccccc1)c1ccccc1)c1ccc(F)cc1 (stereo unspecified)	-8
C[C@H]1CN([C@@H](C)CO)C(=O)c2cc(NC(=O)C3CC3)ccc2O[C@H]1CN(C)Cc1ccccc1	-2
CNC[C@@H]1Oc2ccc(NC(=O)CCC(F)(F)F)cc2C(=O)N([C@@H](C)CO)C[C@@H]1C	9
COc1ccccc1NC(=O)CSc1ncn(-c2ccccc2)n1	1
COC(Cn1c(SCC(=O)c2cccc(C(F)(F)F)c2)nnc1-c1ccc(Cl)cc1)OC	-13
Cc1c(C(=O)NCc2cccc(Cl)c2)oc2ccc3c(c12)C(=O)CC(C)(C)O3	-2
C[C@H]1CN([C@@H](C)CO)C(=O)Cc2cc(N(C)C)ccc2O[C@@H]1CN(C)CC1CC1	10

These rows are one share of the data; the hit share may differ from the screen's.
